Screens from PubChem.
Ins promoter up – insulin promoter activators in MIN6 cells, imaging, high-content screening, mouse beta cells | MIN6 insulin promoter-GFP reporter; hits give high values | z-score at 5 µM | hit rate 0.3% among 190,000 | AID 1625, 2009;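 active = z-score above 3 at 5 µM with at least 500 cells counted in the well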
NOD2 inhibition – NOD2 signaling inhibitors, cell-based, luminescence, uHTS, HEK293 (AID 1566); HEK293 NOD2/NF-kB luciferase reporter, luminescence; higher % means a stronger effect; inhibition, % at 4 µM; hits with a dose series show EC50 in µM; hit rate 0.63% among 290,000; in the data active = inhibition above about 50%; also: many of its hits are not listed in these tables
b-catenin transl – modulators of beta-catenin nuclear translocation, primary screen, imaging, HeLa cells, immunofluorescence, high-content; nuclear translocation activity, % at 5 µM; hit rate 0.3% among 190,000; AID 1665, 2009;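 active = nuclear translocation activity above 50% at 5 µM, with a well cell count of 50 or more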;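 also: per-cell ratio of nuclear to cytoplasmic median beta-catenin stain intensity; plate controls were DMSO negative control for no effect and GSK-3 inhibitor IX positive control for full effect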
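Test system: human HeLa cell line; Doses: 5 µM primary, 0.02–20 µM confirmation; Incubation: 24 h compound exposure, 37°C; Detection: beta-catenin immunofluorescence imaging with DAPI; Read-out: beta-catenin nuclear/cytoplasmic ratio, % activation.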
Yfh1-depleted yeast – enhancers of respiration in Yfh1-depleted yeast, dose response, Friedreich's ataxia, plus single-dose screen (AID 1465) | S. cerevisiae Yfh1-off respiration, WST-1 reduction, 72 h; higher fold induction means a stronger effect | fold induction at 50 µM; hits with a dose series show EC50 in µM | hit rate 0.074% among 220,000;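 active = fold induction of absorbance versus untreated yeast above a set limit, then at least 30% activation at any dose in follow-up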;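 also: activators that raise dye reduction in frataxin-depleted yeast; strong numbers were not always called active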
Dynein cargo inh – inhibitors of GR-EGFP nuclear translocation, primary screen, dynein cargo transport inhibitor project, imaging, high-content, 3617.4 mouse cells; test concentration mostly 20 µM; stimulated with dexamethasone, 1 µM; hits give low values; z-score, hits read low; hit rate 0.47% among 220,000; AID 1381, 2008;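 active = plate z-score of nuclear minus cytoplasmic receptor signal below a set negative limit, without overly bright fluorescence or cell loss, cut at about -3.5 in these data, passing the limit was not always enough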;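 also: z-score of nuclear minus cytoplasmic ring GR-EGFP intensity difference per well; some compounds called inactive have numbers as strong as hits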
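Buffer or medium: tet-free, stripped-serum medium; Also added: dexamethasone, 1.0 µM final; Technique: high-content fluorescence imaging after fixation; Times: 48 h induction, 1 h compound, 30 min dex at 37 °C; Read-out: per-cell GR-EGFP intensity, nucleus versus surrounding cytoplasmic ring, well-averaged.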
Autophagy HCS – autophagy modulators in MEF cells, primary screen, imaging, high-content, MEF GFP-LC3; MEF GFP-LC3 puncta imaging; test concentration mostly 10 µM; hit rate 0.98% among 190,000; calls only at 10 µM (by protocol);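 active = percentage of spot-positive cells more than 3 SD above its plate mean, without a fluorescence outlier flag or 80% toxicity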;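 also: spot-positive cell cutoff set from DMSO-treated cells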
MT stabilize HCS – microtubule stabilizers in HeLa cells, primary screen, imaging, high-content imaging | % tubulin-high responders, % at 10 µM | HeLa tubulin immunostaining HCS, 24 h; share of cells brighter than vehicle mean+2SD | AID 2205, 2009 | hit rate 0.83% among 200,000;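 active = plate Z-score above 3 for both tubulin-high and condensed-nucleus cell shares, with cell loss under 80%, at 10 µM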;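 also: anti alpha tubulin signal scored within the nucleus-defined area of each cell; some results filed as inactive read as strong as hits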
P. falciparum M17LAP – P. falciparum M17LAP inhibitors, primary screen, biochemical, fluorogenic H-Leu-NHMec substrate, 1536-well (AID 1619); Leucine aminopeptidase (Plasmodium falciparum (isolate 3D7)); hit rate 0.38% among 220,000; inhibition, % at 30 µM; hits with a dose series show IC50 in µM; recombinant M17LAP, H-Leu-NHMec fluorogenic kinetic assay; higher % means a stronger effect;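 active = compound inhibiting the enzyme by more than half at any dose during confirmatory dose-response retesting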;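 also: plate controls were full reaction with DMSO carrier for no effect and no enzyme background for full effect; strong numbers were not always called active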
NOD1 NF-kB reporter – NOD1 signaling inhibitors, primary screen, cell-based, luminescence, uHTS (AID 1578) | NOD1-driven NF-kB luciferase reporter cells, luminescence; higher % means a stronger effect | inhibition, % at 4 µM, or EC50 in µM where a hit was titrated | hit rate 1% among 290,000; in the data active = inhibition mostly above about 36%, no sharp cut-off; inactive = mostly below about 34%;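 also: HEK-293T reporter cells stimulated with the NOD1 agonist gamma-tri-DAP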
Dynein cargo inh cytoplasmic EGFP – also measured in Dynein cargo inh; calls as there; z-score; measured here: cytoplasmic GR-EGFP intensity; hits give high values
Dynein cargo inh nuclear GR-EGFP – also measured in Dynein cargo inh; calls as there; z-score; measured here: nuclear GR-EGFP intensity;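 lower value marks the stronger effect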
Dynein cargo inh cell count – second read-out of Dynein cargo inh, no call of its own (marks repeat the call); z-score; measured here: cell count per field
Ins promoter up cell count – also measured in Ins promoter up; calls as there; cell count; measured here: cytotoxicity, nuclei count;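 total cells summed across four imaged fields per well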
b-catenin transl cell count 5 µM – recorded beside b-catenin transl, whose call it bears; cell count; measured here: cell count, cytotoxicity flag
MT stabilize HCS Hoechst-high % – second read-out of MT stabilize HCS, no call of its own (marks repeat the call); % Hoechst-high responders; measured here: nuclear condensation Hoechst responders;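 share of cells brighter than vehicle mean plus two SD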
MT stabilize HCS cytotoxicity % – also measured in MT stabilize HCS; calls as there; toxicity, %; measured here: cytotoxicity by cell density;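 0% = mean cell density of plate MIN control wells and 100% = no cells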
Autophagy HCS cell loss 18 h – further read-out of Autophagy HCS, marked with its call; toxicity, %; measured here: cell loss, nuclei count;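 cell loss after 18 h compound exposure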
The depositor's hits bear a star; i = inactive; / = no result given. This is a subset. The share of hits here may be higher or lower than overall.

SMILES	Ins promoter up	Ins promoter up cell count	NOD2 inhibition	b-catenin transl	b-catenin transl cell count 5 µM	Yfh1-depleted yeast	Dynein cargo inh	Dynein cargo inh cytoplasmic EGFP	Dynein cargo inh nuclear GR-EGFP	Dynein cargo inh cell count	Autophagy HCS	Autophagy HCS cell loss 18 h	MT stabilize HCS	MT stabilize HCS Hoechst-high %	MT stabilize HCS cytotoxicity %	P. falciparum M17LAP	NOD1 NF-kB reporter
O=C(Nc1nc(-c2ccc(-c3ccccc3)cc2)cs1)c1cnccn1	-0.01	1261	-6%	3.1	935	i	-0.76	-0.12	-0.1	0.4	i	-1	1.5	4.1	3.8	5%	-24%
CC(=O)c1cccc(NC(=O)CN(c2ccccc2)S(C)(=O)=O)c1	0.08	1310	-12%	-1.5	1109	i	1.2	-0.21	0.74	0.17	i	-5	3.4	3.1	14	14%	-3%
COc1ccc(-n2nnnc2-c2cccnc2)cc1	-0.12	915	20%	-3.0	1194	i	0.87	0.17	0.91	-1.2	i	4	1.7	1.6	4.2	1%	-5%
CC1CCCC(C)N1C(=O)Cn1c(SCC(=O)NCc2ccc3c(c2)OCO3)nc2ccccc21 (stereo not given)	-1.2	681	0%	-3.7	723	i	-0.17	0.07	-0.31	0.39	i	13	3.6	2.5	9.3	12%	-27%
Cc1ccc(C(=O)NC(=S)Nc2ccc(NC(=O)c3cccs3)cc2)cc1[N+](=O)[O-]	0.1	1296	1%	-0.2	1107	i	0.27	-0.24	-0.035	0.14	i	14	6.1	3.0	6.0	10%	-43%
Cc1sc2nc(-c3ccncc3)[nH]c(=O)c2c1-c1ccccc1	0.39	1271	-35%	3.0	506	i	0.071	-0.28	-0.26	-0.062	i	-13	2.2	2.3	3.0	-13%	-28%
CC(C)CN1C(=O)/C(=C/c2cccs2)NC1=S	/	/	-9%	1.3	1151	i	-1.4	-0.23	-0.72	0.84	i	7	2.8	2.5	5.0	36%	-32%
Cn1c(N)c(C(=O)COC(=O)c2ccc(Cl)c(S(=O)(=O)N3CCCC3)c2)c(=O)n(C)c1=O	0.54	930	-17%	-0.3	1263	i	0.31	-0.59	-0.14	0.11	/	/	/	/	/	10%	14%
O=C(NCc1ccccc1F)C1CCN(C(=O)NCc2ccccc2)CC1	0.86	1303	-4%	-3.4	1178	i	0.56	-0.33	0.7	-0.96	i	15	4.2	2.4	6.4	4%	-17%
Cc1nc(SCc2ccc([N+](=O)[O-])cc2)nc2ccccc12	-0.47	1730	8%	-0.7	1039	i	-0.31	-0.2	-0.33	0.7	i	-26	3.6	1.5	4.2	-2%	-6%
COc1ccc(-c2nc(N)ncc2-c2csc(C)n2)c(O)c1OC	/	/	6%	-1.7	1066	i	1.7	-0.29	1	-0.37	i	2	1.0	1.1	7.5	5%	-15%
Cc1cc(S(=O)(=O)N(C)CCc2ccccc2)ccc1-n1cnnn1	-0.66	1011	-6%	-0.8	1199	i	-0.31	-0.21	-0.16	0.65	i	4	7.0	3.8	5.9	-6%	1%
CCn1cc(CNCc2cn(-c3ccccc3C)nc2-c2ccc(OC)c(F)c2)cn1	-0.23	1373	19%	-1.0	997	i	-0.6	-0.17	0.15	-0.16	i	-8	3.8	1.2	8.4	/	-6%
c1ccc2oc(-c3[nH]ncc3CN3CCC(N4CCSCC4)CC3)cc2c1	/	/	-7%	-0.6	912	i	0.45	-0.0031	0.13	-2.2	i	-11	2.4	2.0	6.0	0%	-25%
COc1ccccc1Oc1cc(F)nc(N)n1	0.54	1486	1%	-2.2	1292	i	-0.62	-0.23	-0.37	0.44	i	0	0.9	2.2	11	-1%	3%
COc1ccccc1Cn1c(=S)[nH]c2cc(C(=O)NCC3CCCO3)ccc2c1=O (stereo not given)	-0.07	1306	26%	0.2	1084	i	0.34	-0.33	0.21	0.81	i	-2	3.8	3.6	5.8	-5%	-2%
COC(=O)c1c(C(=O)OC)c2n(c1C)CCC2	-0.5	806	10%	/	/	i	-0.87	0.03	-0.46	1	i	5	2.0	1.4	9.3	-1%	-9%
Cc1nnc(Nc2ccc3c(c2)ncn3C)c2ccccc12	/	/	12%	-1.3	1017	i	-0.64	-0.21	-0.25	0.73	i	-4	1.4	1.1	5.4	7%	-12%
COC1(C)CC2C(CC1OC(=O)c1cc([N+](=O)[O-])cc([N+](=O)[O-])c1)C2(C)C (stereo not given)	/	/	-17%	-2.5	1130	i	0.62	-0.17	0.46	-1.6	i	-3	1.7	3.4	10	1%	-21%
COc1c(C)cc(C(=O)C2CCCN(C(=O)CCCn3cncn3)C2)cc1C (stereo not given)	0.55	1205	1%	0.6	1342	i	0.073	-0.26	0.011	0.3	/	/	/	/	/	-10%	-4%
Cc1ccc(-c2ccc(/C=C3\C(=O)ON=C3c3ccccc3)o2)c([N+](=O)[O-])c1	-0.15	1569	-36%	-0.2	1361	i	-1.2	0.35	-0.68	-1.1	i	12	1.5	1.7	6.3	10%	70%*
CC(C)Oc1ccc(Cc2cnc(N)nc2N)cc1	/	/	7%	11	882	i	0.84	-0.081	0.89	-0.12	i	30	1.5	1.3	1.1	-2%	45%
O=C(Nc1cccc(Cl)c1N1CCCC1)c1cc2ccccc2o1	1.3	1261	-9%	-1.6	1064	i	0.46	-0.26	0.39	1.1	i	4	3.0	1.4	1.3	-1%	10%
O=C(COc1ccccc1)Nc1ccc(CN2CCCCC2)cc1	-0.19	1403	3%	-6.1	976	i	-0.7	-0.27	-0.36	0.25	i	14	4.4	1.3	7.0	3%	-20%
CCOC(=O)C(C(=O)Nc1nccs1)C1CCCCC1 (stereo not given)	/	/	6%	-9.5	1027	i	3.3	0.0003	1.6	-2.4	i	5	2.1	1.5	11	2%	9%

(further entries)
SMILES	Ins promoter up	Ins promoter up cell count	NOD2 inhibition	b-catenin transl	b-catenin transl cell count 5 µM	Yfh1-depleted yeast	Dynein cargo inh	Dynein cargo inh cytoplasmic EGFP	Dynein cargo inh nuclear GR-EGFP	Dynein cargo inh cell count	Autophagy HCS	Autophagy HCS cell loss 18 h	MT stabilize HCS	MT stabilize HCS Hoechst-high %	MT stabilize HCS cytotoxicity %	P. falciparum M17LAP	NOD1 NF-kB reporter
CCN1CCN(CC(O)COCc2cc(OC)c(OC)c(OC)c2)CC1 (stereo not given)	-0.03	1579	0%	-4.1	1105	i	-0.59	-0.072	-0.21	0.32	i	-31	2.6	1.2	15	-5%	-21%
Cc1ccc(NC(=O)CCn2cnc3ccccc3c2=O)cc1	0.2	1539	4%	0.0	1519	i	0.74	-0.3	-0.32	0.099	i	20	2.6	1.0	1.0	-5%	-30%
Cc1c(Cl)cnc(NC(=O)COC(=O)c2cccc(S(=O)(=O)N3CCc4ccccc4C3)c2)c1Cl	-0.76	1136	14%	/	/	i	-0.77	-0.17	-0.45	0.36	i	-1	2.8	2.8	6.7	-6%	18%
CCOc1ccc2oc(=O)cc(C)c2c1	0.65	820	-6%	/	/	i	-0.25	-0.14	-0.33	0.34	i	-1	1.2	1.2	2.6	-3%	-12%
COc1cc(NC2c3ccccc3C(=O)N2Cc2ccc3c(c2)OCO3)cc(OC)c1 (stereo not given)	-0.17	1054	18%	0.2	1283	i	-0.67	-0.25	0.023	0.58	/	/	/	/	/	-1%	3%
O=C1CC(c2ccccc2)CC(O)=C1C=NCCc1ccccc1 (stereo not given)	-0.06	1563	7%	-4.8	1084	i	0.21	-0.26	0.28	0.53	i	-13	2.5	1.6	8.1	-2%	-32%
O=C(Cc1ccccc1)NCc1ccc2c(c1)OCO2	1	945	-35%	/	/	i	1.2	-0.32	1.1	-0.75	i	-1	0.6	1.1	1.5	-2%	-7%
CSc1cccc(-n2c(C)cc(C(N)=O)c2C)c1	-0.73	1009	-9%	1.6	1155	i	1	-0.19	0.62	-0.058	i	19	1.5	1.8	9.5	7%	-8%
Cc1nc2ccccc2c(=O)n1NCc1cccs1	/	/	-14%	/	/	i	0.48	-0.15	0.65	-0.66	i	-12	3.6	1.7	3.4	16%	22%
CCSC1=C(C#N)C(c2cccc(OC)c2)CC(=O)N1 (stereo not given)	-0.38	1425	4%	-0.8	1053	i	6.3	2.3	12	-4	i	-10	3.8	2.0	4.9	4%	-22%
O=C(CSC1=NC(=O)C(Cc2ccccc2)C(=O)N1)Nc1ncc(Br)cc1Br (stereo not given)	0.1	1237	5%	/	/	i	-0.61	-0.36	-0.16	0.72	i	-1	3.3	2.0	3.6	10%	-10%
COCCNC(=S)N=Nc1c(O)[nH]c2c(C)cc(C)cc12	-0.2	1249	14%	-5.1	1133	i	-0.066	-0.29	0.41	0.18	i	0	3.7	2.4	4.2	0%	-18%
O=C(NCCc1ccccc1)C1CCCN1S(=O)(=O)c1ccccc1 (stereo not given)	-0.23	1277	2%	0.5	1126	i	2.5	-0.21	1.6	-1.6	i	39	4.4	1.5	2.6	-5%	-32%
COc1cc(CN2CCN(Cc3ccc([N+](=O)[O-])cc3)CC2)c([N+](=O)[O-])cc1OC	-0.58	1353	10%	-2.8	1154	i	-0.75	-0.33	-0.39	1.4	i	5	2.0	3.2	21	6%	19%
